# S1P4 antag = blocks the human S1P4 receptor. S1P4-expressing cells, antagonist mode, reporter read-out. inhibition, % at 4.98 µM. actives 0.26% (n = 220,000). AID 1510; in the data active = inhibition above about 29%;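 also: 0% = wells stimulated with agonist and 100% = vehicle wells without agonist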
# EP2 modulator = modulates human prostaglandin E2 receptor EP2 signaling. P43116. EP2-expressing cells, cAMP HTRF FRET, PGE2 co-stimulation. induction, % at 25 µM. actives 0.83% (n = 260,000). AID 940;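 active = compounds whose cAMP rise, as percent of the full-agonist control response, exceeds 60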;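 also: rat C6 glioma line stably carrying human EP2 under a CMV promoter; the protocol text gives 20 µM as final concentration; 100% = response of wells given 1 µM PGE2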
# EP2 antag = EP2 receptor (human) inhibition. C6 glioma cells expressing human EP2, cAMP TR-FRET; cells stimulated with saturating PGE2. inhibition, % at 25 µM. actives 0.52% (n = 260,000). AID 1422;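 active = percent inhibition above 40 after rounding to a whole number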;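 also: rat C6 glioma host cells with rolipram phosphodiesterase inhibitor present; the protocol text gives 20 µM as final concentration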
# NPY2 pot ag = human NPY-Y2 potentiation or agonism, primary screen. actives 0.45% (n = 220,000). activation, % at 3.6 µM. AID 1359. cells expressing NPY-Y2, potentiator/agonist read-out. P49146; in the data active = activation above about 27%;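 also: cells stimulated with NPY near EC25 plus isoproterenol at EC100; 0% = vehicle plus submaximal agonist and 100% = vehicle plus saturating agonist; some results beyond the cut were filed as inactive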
# Target sequence (P49146 whole entry, looked up): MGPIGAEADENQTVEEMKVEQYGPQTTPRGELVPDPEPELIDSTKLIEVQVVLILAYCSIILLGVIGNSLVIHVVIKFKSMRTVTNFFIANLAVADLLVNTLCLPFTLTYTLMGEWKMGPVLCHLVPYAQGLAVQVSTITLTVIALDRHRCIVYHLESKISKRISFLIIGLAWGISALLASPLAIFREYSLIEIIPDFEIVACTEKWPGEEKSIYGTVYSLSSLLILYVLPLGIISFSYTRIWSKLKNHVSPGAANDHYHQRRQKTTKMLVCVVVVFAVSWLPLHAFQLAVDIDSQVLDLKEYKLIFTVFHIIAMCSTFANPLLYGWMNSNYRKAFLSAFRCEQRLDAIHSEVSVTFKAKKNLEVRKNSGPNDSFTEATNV
# NPY-Y1 antag = NPY-Y1 (human) receptor antagonism; HEK293-CNG Y1 cells, membrane potential fluorescence; NPY at EC95, then isoproterenol; inhibition, % at 3.6 µM; AID 1040; actives 1% (n = 200,000);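 active = inhibition above the campaign mean inhibition of all tested compounds plus 3 SD, cut at about 20% in these data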;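 also: 0% = DMSO wells given NPY plus isoproterenol and 100% = isoproterenol alone without NPY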
# Target sequence (P25929 whole entry, looked up): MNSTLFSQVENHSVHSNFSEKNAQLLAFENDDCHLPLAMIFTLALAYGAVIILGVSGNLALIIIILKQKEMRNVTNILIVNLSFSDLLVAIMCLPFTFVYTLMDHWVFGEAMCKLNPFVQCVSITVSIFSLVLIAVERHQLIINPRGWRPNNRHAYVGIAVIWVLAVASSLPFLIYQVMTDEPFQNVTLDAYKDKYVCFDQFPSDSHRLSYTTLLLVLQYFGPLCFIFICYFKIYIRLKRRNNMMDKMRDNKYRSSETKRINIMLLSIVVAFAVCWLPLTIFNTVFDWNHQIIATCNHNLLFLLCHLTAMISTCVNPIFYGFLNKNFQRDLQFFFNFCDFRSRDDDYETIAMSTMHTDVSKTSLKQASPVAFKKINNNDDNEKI
#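 Material: HEK293 cells co-expressing NPY Y1 receptor and cyclic-nucleotide gated channel. Timing: compound incubation 1 h at room temperature, readout 45 min post-stimulation. Signal: fluorescence, membrane potential probe.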
# eIF4E-4G inh = blocks eIF4E binding to eIF4G; actives 0.37% (n = 220,000); P63073+Q04637; inhibition, % at 21.7 µM; TR-FRET eIF4E-eIF4GI(517-606) binding, 2 h; AID 782;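 active = inhibition above about 30%, limit read from the data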;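 also: 0% = full FRET control wells and 100% = background wells lacking eIF4GI fragment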
# NPY-Y1 PAM-ag = potentiates or activates human NPY-Y1 receptor; P25929; NPY-Y1 expressing cells, potentiator/agonist activation; activation, % at 3.6 µM; actives 0.37% (n = 220,000); AID 1304; in the data active = activation above about 33%, passing the limit was not always enough;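 also: cells stimulated with NPY at EC10 then isoproterenol at EC100; 0% = low agonist plus stimulus and 100% = saturating agonist plus stimulus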
# S1P4 ag = agonists of human S1P4 receptor; O95977; S1P4-expressing cell line, agonist reporter assay; activation, % at 4.98 µM; actives 0.35% (n = 220,000); AID 1509; in the data active = activation above about 11%;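 also: 0% = DMSO vehicle and 100% = reference agonist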
# p97 ATPase inh = blocks human p97 ATPase activity | P55072 | recombinant p97 ATPase, Kinase-Glo ATP luminescence, 3 h | inhibition, % at 8 µM | actives 0.42% (n = 220,000); in the data active = inhibition above about 15%;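 also: 0% = DMSO vehicle and 100% = wells lacking enzyme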
# The depositor's hits bear a star; . = no result given; & = joins results of further samples; [ ] = dose if it differs, or a comment. An excerpt; the hit share may differ from the screen's.
# The line under a structure holds: S1P4 antag, EP2 modulator, EP2 antag, NPY2 pot ag, NPY-Y1 antag, eIF4E-4G inh, NPY-Y1 PAM-ag, S1P4 ag, p97 ATPase inh
1	Cc1ccc(NC(=O)CCN2C(=O)CSC2=O)cc1
→ -5, 22, 5, -11, 2, -2[fluorescence artefact?], -26, 0.4, 1
2	COc1ccc(CCNC(=O)CCS(=O)(=O)c2ccc(Br)cc2)cc1OC
→ -16, -11, 7, 15, 1, 2, -14, 4.2, 3
3	Cc1cccc(Nc2ncccc2C(=O)O)c1C
→ -1, 11&-16, 13&18, 5, 1, 0, 22, -0.6, 5
4	COc1ccc(C2Nc3ccc4ccccc4c3-c3c2c(=O)oc2ccccc32)cc1 (configuration not stated)
→ 9, -5, 23, -13, 0, -19, -2, 1.8, -2
5	CCc1c(C)sc(NC(=O)c2ccc(Br)o2)c1C(=O)OC
→ -1, 25, 13, 2, 7, 9, -29, 0.1, 6
6	CCOc1ccccc1NC(=O)CCSc1nc2n[nH]c(C)c2c(=N)n1-c1ccccc1Cl
→ -15, 24, 11, -15, -1, -26, -37, 0.0, 3
7	Cc1ccsc1C(=O)C1CCCN(Cc2cn(C)nc2-c2ccccc2)C1 (configuration not stated)
→ 6, -37, 8, -8, 6, 0, -12, 0.8, -2
8	CCOc1ccccc1Nc1nnc(SCc2ccc(C(=O)OC)o2)s1
→ -14, -8, 5, -5, 10, 8, -37, -1.1, -1
9	CCOC(=O)c1[nH]c(C)c(C(=O)Nc2ccc3c(c2)CCC3)c1C
→ -10, -29, 12, -12, -1, -4[fluorescence artefact?], -3, 1.9, -4
10	Cc1nn(C)cc1/C=N/n1nnnc1N
→ 3, 3, 1, 0, 16, 4[fluorescence artefact?], 7, 1.1, 4
11	Cc1ccc(C)c(CSc2nnc(-c3cccnc3)o2)c1
→ -10, 56, -1, -5, -1, 10, -14, 2.1, -5
12	COc1ccc(OCC(=O)Nc2ccc(N3CCOCC3)cc2)cc1
→ -4, -14, 5, 5, 1, 7, 14, 1.8, 3
13	Cc1ccc(S(=O)(=O)Nc2cccc(CP(=O)(c3ccccc3)c3ccccc3)c2)cc1
→ -17, -8, 4, -5, ., 5, 3, 1.9, 1
14	O=S(=O)(Nc1cccc2cccnc12)c1ccc(S(=O)(=O)N2CCCC2)cc1
→ -26, -1, 15, 25, -9, 2, 42, 3.4, -2
15	CCSc1nnc(NC(=O)COc2ccc(Cl)cc2)s1
→ -15, 1, 5, 3, 3, -3, 6, 0.2, -3
16	O=C(Cn1cnc2ccc(Cl)cc2c1=O)c1cccs1
→ -15, -16, 15, 2, -3, 1, 1, -3.2, 8
17	O=C(COc1ccc(S(=O)(=O)N2CCCCC2)cc1)NCc1ccccn1
→ -9, -1, 3, 1, -1, 2, 15, 1.8, 1
18	COc1ccc(-c2noc(CSc3nc(-c4ccccc4)cc(=O)[nH]3)n2)cc1
→ 10, -9, 4, -4, 6, -55[fluorescence artefact?], 6, -0.9, -5
19	Cc1cc(NC(=O)CC2(CC(=O)O)CCCC2)n(C)n1
→ -1, 46, 13, -8, ., -6, -5, 0.8, -4
20	CCc1nc(SCC(=O)NCCc2ccccc2)c2oc3ccccc3c2n1
→ -13, -46, 8, 5, 0, 1, -11, 0.0, 0
21	O=C(CN1C(=O)S/C(=C\C=C\c2ccccc2)C1=O)N1CCOCC1
→ 29, 4, 5, -6, ., -3, -6, -0.3, 9
22	CCOC(=O)/C(C#N)=C/C=C1\C=Cc2ccccc2N1CC
→ -12, 18, 2, -5, 2, 2, -2, -0.5, -1
23	Cn1c(SCc2nc(-c3cccs3)no2)nnc1C1CCCCC1
→ 9, 9, 13, -16, 9, -4[fluorescence artefact?], -24, 2.8, -9
24	CCCn1c(=O)c2ccccc2n2c(SCC(=O)N3CCc4ccccc4C3)nnc12
→ -18, 24, 10, 7, -3, 0, 12, 0.7, 3
25	COc1cccc(CN(C)CC(=O)NCc2ccccc2Cl)c1
→ -14, -2, 8, -2, 2, -2, -13, 0.9, 0
26	C=CCNC(=S)N1CCC(C(=O)c2ccc3c(c2)OCCO3)CC1
→ -10, -44, 16, -10, 2, 1, 11, 3.4, 4
27	S=c1[nH]nc(CSCCOc2ccccc2)o1
→ -4, 1, 19, -2, ., 4, 15, -0.4, 13
28	O=C(O)Cn1cnc2sc3c(c2c1=O)CCCC3
→ -10, 16, 8, 8, 4, -4, 19, 0.8, 6
29	Cc1nc2ccc(F)cc2cc1C(=O)NCC1CCCO1 (configuration not stated)
→ -15, 35, 4, 13, 3, 4, -3, 2.5, 2
30	CCn1cc(C(=O)NCc2ccc3c(c2)OCO3)c(=O)c2cc(S(=O)(=O)N3CCOCC3)ccc21
→ 3, -10, 2, 19, -2, 1, -3, -1.7, 3
31	COC(=O)COc1ccc(S(=O)(=O)NCc2ccncc2)cc1
→ 0, 6, ., 21, -4, -9[fluorescence artefact?], -22, 4.0, 4
32	COc1cccc(C2N(c3ccc(Cl)cc3)C(=O)C3CCCN32)c1 (configuration not stated)
→ -17, 29, 7, -13, 2, 1, -21, -1.3, -2
33	COc1ccc(/C=N/Nc2ncc(-c3ccccc3)cn2)c(OC)c1
→ 0, -8, ., 4, 1, 11, -15, 1.7, 5
34	COc1ccc(CCNc2nc(C)nc3c2oc2ccccc23)cc1OC
→ -14, -51, 28, -9, -4, 0, -5, -1.4, -7
35	CCc1ccc(C(=O)COC(=O)c2n[nH]c3ccccc23)cc1
→ -6, -50, 9, 7, 4, -1, -7, 1.3, -3
36	C=CCOc1ccc(/C=N/NC(=O)CN2CCOCC2)cc1OCC
→ 8, -2, 3, -5, 5, -1, 17, -0.2, 2
37	CCCCOc1ccc(-c2nc(-c3cccnc3)no2)cc1
→ -10, 29, 6, 0, 4, -16, -6, -1.6, -3
38	Cc1ccc(N(CC(=O)NC2CCCC2)C(=O)c2c(C)noc2C)cc1C
→ -11, 19, 7, 0, 9, 7, -2, 0.2, -4
39	COc1ccccc1N(CC(=O)N1CCCCCC1)S(C)(=O)=O
→ -3, 6, 5, -2, 5, 0[fluorescence artefact?], 8, 0.2, -6
40	CCOC(=O)c1sc2cccc(Cl)c2c1N
→ -7, 17, 11, -7, 12, 5, -27, 2.2, -3
41	O=C(c1ccc(N2CCCC2=O)cc1)N1CCCCCC1
→ -2, 5, 16, 2, -1, 1[fluorescence artefact?], 3, 0.9, 5
42	CC(/C=C/c1ccc(N(C)C)cc1)=N\N=C(/N)SC1CC(=O)N(c2ccc(C(=O)O)cc2)C1=O (configuration not stated)
→ -4, 2, 4, 6, 0, 2, -1, -0.8, 1
43	Cc1ccc(-c2nn(-c3ccccn3)c(=O)c3ccccc23)cc1
→ -15, 8, 2, 0, 12, -3, 3, 0.9, 4
44	CC(=O)Nc1ccc(NC(=O)CCNS(=O)(=O)c2cccc3nsnc23)cc1
→ 1, 19, 5, 15, 1, 2, -19, 1.8, 3
45	CCC(=O)N(C)CCc1cc2c(c(OC)c1/C=N/NC(=O)c1ccncc1)OCO2
→ -2, 11, 7, -9, ., 3, 10, 1.0, 3

# Quoted at random: three entries already listed.
# The line under a structure holds: S1P4 antag, EP2 modulator, EP2 antag, NPY2 pot ag, NPY-Y1 antag, eIF4E-4G inh, NPY-Y1 PAM-ag, S1P4 ag, p97 ATPase inh
38	Cc1ccc(N(CC(=O)NC2CCCC2)C(=O)c2c(C)noc2C)cc1C
→ -11, 19, 7, 0, 9, 7, -2, 0.2, -4
33	COc1ccc(/C=N/Nc2ncc(-c3ccccc3)cn2)c(OC)c1
→ 0, -8, ., 4, 1, 11, -15, 1.7, 5
35	CCc1ccc(C(=O)COC(=O)c2n[nH]c3ccccc23)cc1
→ -6, -50, 9, 7, 4, -1, -7, 1.3, -3

# Limited to S1P4 antag, p97 ATPase inh and EP2 antag, for some of the entries so far:
item | Structure | S1P4 antag | p97 ATPase inh | EP2 antag
36 | C=CCOc1ccc(/C=N/NC(=O)CN2CCOCC2)cc1OCC | 8 | 2 | 3
37 | CCCCOc1ccc(-c2nc(-c3cccnc3)no2)cc1 | -10 | -3 | 6
38 | Cc1ccc(N(CC(=O)NC2CCCC2)C(=O)c2c(C)noc2C)cc1C | -11 | -4 | 7
39 | COc1ccccc1N(CC(=O)N1CCCCCC1)S(C)(=O)=O | -3 | -6 | 5
40 | CCOC(=O)c1sc2cccc(Cl)c2c1N | -7 | -3 | 11

# (list continues)
no.	molecule	S1P4 antag	EP2 modulator	EP2 antag	NPY2 pot ag	NPY-Y1 antag	eIF4E-4G inh	NPY-Y1 PAM-ag	S1P4 ag	p97 ATPase inh
46	CCOc1ccc(-c2noc(CCC(=O)O)n2)cc1	-16	11	2	-4	-1	3	-21	1.9	3
47	COC(=O)Nc1nnc(-c2ccc(OC)cc2)s1	1	-24	8	6	.	-2	-24	0.1	-7
48	CC(C)(C)C(=O)Oc1cc(N)n(S(=O)(=O)c2ccc(F)cc2)n1	-34	22	7	6	0	-2	-4	0.6	5
49	Cc1ccc(C(=O)Nc2ccc(O)cc2C(=O)O)cc1C	3	-6	7	-3	0	3	-14	3.2	8
50	CCCc1nc(N2CCOCC2)c2sc(=S)n(-c3ccccc3)c2n1	-9	20	7	-5	-3	2	-7	1.1	2
51	O=C(CSc1nnc(-c2cccnc2)n1Cc1ccco1)c1ccc(Br)cc1	-6	15	5	2	2	2	-14	-0.1	3
52	Cc1ccc2cc(/C=N/Nc3nc4ccccc4[nH]3)c(Cl)nc2c1	1	-1	5	-8	-2	-6	-22	1.9	2
53	CC(C)CC(C(=O)NC1CCCC1)N(Cc1cccs1)C(=O)c1snc(C(N)=O)c1N (configuration not stated)	-5	9	11	-16	21*	-2[fluorescence artefact?]	-35	0.2	-3
54	CCOC(=O)c1cc2c(ccn2C)n1CC(=O)N1CCN(c2cccc(C(F)(F)F)c2)CC1	8	6	6	-2	15	1	-27	-0.6	1
55	Cc1cc([N+](=O)[O-])cc2c1NC(=O)C2(O)N1CCCCCC1 (configuration not stated)	4	-32	3	-3	8	-1	-5	-1.4	-6
56	CCn1cc(C(=O)OC)c(=O)c2cc(S(=O)(=O)N(C)C3CCCCC3)ccc21	20	-21	5	2	-2	25	-13	1.1	3
57	CCOC(=O)c1c(NC(=O)c2cc(CC(C)C)on2)sc(C(C)=O)c1C	7	29	9	-6	8	1	-6	-3.5	-4
58	Cc1cc2ncn(C3CC(=O)N(Cc4ccc(N5CCCC5=O)cc4)C3=O)c2cc1C (configuration not stated)	-7	-17	6	7	2	1	-33	-0.2	6
59	Cn1c(-c2sccc2OCc2ccc(Cl)cc2Cl)n[nH]c1=S	-10	32	5	-4	3	1	-2	0.5	-3
60	Cc1nn(Cc2ccccc2Cl)c(C)c1NC(=O)NC12CC3CC(CC(C3)C1)C2	3	2	14	-17	-1	1	30	-3.2	-4
61	CCc1sc(C(C2C(=O)CC(C)(C)CC2=O)C2C(=O)CC(C)(C)CC2=O)cc1[N+](=O)[O-]	-3	-71	18	4	6	3	22	0.6	3
62	Cc1ccc(/C=N/N2CCN(C3c4ccccc4-c4ccccc43)CC2)o1	4	15	19	3	.	3	-2	1.6	1
63	Cc1ccc(NC(=O)CNCc2ccccn2)cc1S(=O)(=O)N(C)C	-6	1	-3	-7	4	0	-17	1.1	-5
64	Cc1ccc2cc(CN(CCO)Cc3nnnn3Cc3ccc(F)cc3)c(=O)[nH]c2c1	8	-23	9	7	6	5	-31	0.6	1

# Source: PubChem (several laboratories)
